Source: PubChem BioAssay
LGR2 antag: inhibitors of bursicon-induced LGR2 CRE-luciferase signal, primary screen, cell-based, HEK293, CRE-luciferase reporter, bursicon stimulation | bursicon-stimulated, 4 h | inhibition, % at 9.99 µM | hit rate 0.35% among 380,000 | AID 720647, 2013;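 active = drop in luminescence signal, shown as inhibition above about 50% in the replicate tests, limit read from the data, passing the limit was not always enough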;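 note: agonist challenge used bursicon conditioned medium at about half maximal strength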
PAX8 inh HTS: inhibitors of PAX8-driven TPO luciferase reporter, primary screen, RMG-I cells, single concentration | SteadyGlo, 24 h | inhibition, % at 12.6 µM | hit rate 1.2% among 360,000;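 active = mean replicate inhibition at least 60% with every replicate also reaching 60%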;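 note: luciferase light reporting Pax8 driven TPO promoter activity; plate controls were median of neutral control wells for no effect and mitoxantrone controls for full effect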
EWS-Fli inh: EWS/Fli-driven NR0B1 reporter inhibitors, primary screen, A673 cells, NR0B1 luciferase, luminescence, MLPCN library; viability-normalised; inhibition, % at 12.6 µM; hit rate 0.67% among 350,000; AID 651661, 2012;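 active = mean inhibition of at least 50% after viability correction, with every replicate also passing that limit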;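 note: firefly luciferase signal divided by Alamar Blue viability fluorescence both relative to DMSO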
Casp6 inh: human caspase-6 inhibitors, primary screen, biochemical, VEID-R110 fluorescence, single point, set 2. hit rate 0.53% among 350,000. purified caspase-6, Z-VEID-R110 cleavage fluorescence. P55212. inhibition, % at 12.5 µM;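 active = mean inhibition across replicates at least about 35%, with every replicate also reaching that limit, limit read from the data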;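 note: 0% = median of neutral control wells and 100% = no fluorescence left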
Target sequence (P55212 24-179 limits assumed): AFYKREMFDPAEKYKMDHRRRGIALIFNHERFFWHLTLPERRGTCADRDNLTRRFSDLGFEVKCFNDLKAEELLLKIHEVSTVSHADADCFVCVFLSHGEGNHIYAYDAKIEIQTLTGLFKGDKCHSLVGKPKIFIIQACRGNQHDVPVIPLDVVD
Target sequence (P55212 194-293 limits assumed): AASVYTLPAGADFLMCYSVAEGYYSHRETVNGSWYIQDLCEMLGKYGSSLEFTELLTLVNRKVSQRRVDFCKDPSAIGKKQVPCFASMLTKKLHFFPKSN
miR-122 sensor: miR-122 Renilla sensor signal increase in Huh7, primary screen, miR-122 inhibitor project, cell-based, single point, plate reader; AID 602342, 2012; Huh7 miR-122 Renilla luciferase sensor, 48 h; neutral wells = 0, positive control = 100; hit rate 0.3% among 340,000; activation (reporter increase), % at 12.5 µM;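 active = mean replicate activation score at least 90 and every replicate individually at or above 90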;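 note: higher luciferase means less miR-122 activity so hits act as miR-122 inhibitors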
PGC1a acetyl inh: inhibitors of PGC1a acetylation signal, primary screen, cell-based, U2OS, AlphaScreen, inhibitor mode; AID 651687, 2012; inhibition, % at 15.6 µM; hit rate 0.17% among 350,000; AlphaScreen anti-acetyl-lysine; with virally co-expressed GCN5 acetyltransferase;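 active = every replicate shows inhibition of at least 40%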;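 note: 0% = neutral control wells and 100% = positive control wells; some results beyond the cut were filed as inactive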
Cneo AK release: Cryptococcus neoformans cell lysis inducers, primary screen, AK release luminescence, single concentration. hit rate 0.2% among 360,000. C. neoformans lysis, adenylate kinase release luminescence, 4 h; normalised: neutral wells 0, clomiphene wells 100. lysis activity, % at 15 µM;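 active = mean lysis activity across replicates of at least 80%, whatever share of replicates individually reach that level; inactive = mean lysis activity below 80%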
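Assay system: log-phase C. neoformans yeast / Quantity: yeast cell density of 5 × 10^6 cells/mL / Medium: fresh YPD growth medium / Compound: single dose / Timing: static 4 h at 37 °C with compound, 1 h detection / Measured by: adenylate kinase release luminescence / Read-out: lysis from increased AK signal / Benchmarks: Clomiphene as positive lysis control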
FN deposit inh: inhibitors of fibronectin matrix deposition, primary screen, AH1F cells, Alexa488-fibronectin fluorescence, plate reader. AH1F fibroblasts, overnight. inhibition, % at 12.6 µM. hit rate 0.086% among 350,000;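 active = mean inhibition across replicates of 30% or more, regardless of how many single replicates reach that level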;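 note: positive control wells lacked labelled fibronectin entirely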
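Assay system: AH1F fibroblasts / Quantity: 10000 cells per well / Medium: DMEM plus 2% serum, read in PBS / Reagent: labelled fibronectin 24 nM / Dosing: single dose, pinned / Times: 1 h cell attachment, overnight exposure to compound and label / Signal: fluorescence, ex 485 nm, em 525 nm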
* hit, by the source's call; x = not tested or not shown; & = joins results of further samples; [ ] = another dose, or the depositor's remark.

The line under a structure holds: LGR2 antag | PAX8 inh HTS | EWS-Fli inh | Casp6 inh | miR-122 sensor | PGC1a acetyl inh | Cneo AK release | FN deposit inh
1	N#CC/C(N)=N/NC(=O)CCCNc1ncc(C(F)(F)F)cc1Cl
 : -3 | -36 | -55 | 1 | x | -2 | x | 3
2	CCOC(=O)CC1(NC(=O)C2CCC(=O)N(C3CC3)C2)CCCCC1 (configuration not stated)
 : 17 | -14 | x | 1 | -8 | -2 | x | -1
3	Cc1ccc([N+](=O)[O-])cc1NC(=O)c1ccc(C(C)(C)C)cc1
 : -4 | x | -2 | -2 | 8 | -9 | 2 | x
4	C[C@H]1CN([C@@H](C)CO)C(=O)Cc2cc(NC(=O)CCN3CCOCC3)ccc2O[C@H]1CN(C)C
 : 2 | 10 | -2 | -3 | 4[16.7 µM] | 5 | 5 | x
5	CC(=O)c1ccccc1OCc1ccc(S(=O)(=O)Cc2ccccc2)cc1
 : 15 | -14 | 20 | -1 | -6 | x | -1 | 5
6	CCOC(=O)C1=C(N)Oc2cc(O)ccc2C1c1ccc(Br)cc1 (configuration not stated)
 : 7 | 29 | 10 | 4 | x | x | 2 | -3
7	CCCNC(=O)[C@@H]1[C@@H](CO)[C@@H]2Cn3c(cccc3=O)[C@H]1N2S(=O)(=O)c1ccccc1F
 : -11 | x | 3 | 2 | x | x | 1 | x
8	CCC(C)NC(=O)CSc1nnc(-c2cc(OC)c(OC)c(OC)c2)c(-c2cc(OC)c(OC)c(OC)c2)n1 (configuration not stated)
 : 0 | -10 | 7 | 9 | x | x | 1 | -1
9	CCOC(=O)c1ccccc1NC(=O)COC(=O)CN1C(=O)NC2(CCCC2)C1=O
 : -8 | -16 | -3 | -1 | 4 | x | -1 | -6
10	O=C(C[C@H]1C[C@@H]2c3cc(NS(=O)(=O)c4ccc(F)cc4)ccc3O[C@@H]2[C@@H](CO)O1)NCc1cc(F)ccc1F
 : -2 | x | 14 | 1 | -6[16.7 µM] | 7 | 22 | -1
11	Cc1ccc(C(=O)NC2CCN(C(=O)Nc3ccc(F)cc3)CC2)cc1
 : -5 | 1 | -6 | 2 | x | x | -2 | 4
12	CC(=O)N1C[C@@H](CO)[C@@H]2C[C@H]1c1ccccc1N2C
 : 6 | -5 | -9 | -4 | x | x | x | -8
13	COc1ccc(O)c(C=Nc2cc(C)on2)c1
 : 10 | x | x | x | -3 | -3 | -3 | -3
14	CCOc1ccc(NC(=O)Cc2nnc(SCC(=O)N3CCOCC3)n2C)cc1
 : 18 | 14 | 3 | -3 | 3 | 3 | 1 | 5
15	CC1CC(C)CN(CCCCOc2ccc([N+](=O)[O-])cc2)C1 (configuration not stated)
 : -8 | -2 | x | x | -4 | 5 | 1 | 0
16	CN(C)CCNc1ncnc2c1sc1nc(N3CCOCC3)c3c(c12)CC(C)(C)SC3
 : x | 48 | x | x | -56 | -27 | 0 | -2
17	CCn1c2c(n(C(C)=O)c1=O)C=C(C(=O)N1CCCC1)C(C)C(c1ccccc1)=C2 (configuration not stated)
 : -1 | -32 | 14 | -8 | x | x | x | 4
18	COc1ccccc1NC(=O)c1sc2nc(C)cc(C)c2c1N
 : 15 | -28 | -24 | 0 | -10 | 0 | -1 | 8
19	C/C=C/c1ccc2c(c1)O[C@H](CN(C)C(=O)CN1CCOCC1)[C@@H](C)CN([C@@H](C)CO)S2(=O)=O
 : 10 | x | -2 | 1 | 3[16.7 µM] | 2 | -1 | x
20	CCn1c(SCC(=O)N(Cc2ccccc2)C2CCS(=O)(=O)C2)nc2ccccc2c1=O (configuration not stated)
 : x | x | x | x | -11 | -3 | -7 | 14
21	CCOC(=O)N1CCN(C(=O)C[C@@H]2C[C@@]3(C(=O)OCC)CCC=C3N(Cc3ccco3)C2=O)CC1
 : 3 | -33 | -1 | 2 | x | x | x | -11
22	Cc1ccc(S(=O)(=O)c2c(N)n(CC3CCOC3)c3nc4ccccc4nc23)cc1 (configuration not stated)
 : -10 | x | x | x | 56 | -4 | 0 | x
23	C[C@@H]1CN([C@H](C)CO)S(=O)(=O)c2ccc(C#CC(C)(C)O)cc2O[C@H]1CN(C)C(=O)C1CCCCC1
 : -4 | x | -10 | x | -10[16.7 µM] | -7 | 0 | x
24	COc1ccccc1C(=O)NC(=S)Nc1ccc(Cc2ccncc2)cc1
 : 1 | -26 | 4 | -5 | 6 | 5 | 0 | -10
25	CS(=O)(=O)c1cccc(-c2nnc(NC(=O)CCS(=O)(=O)c3ccccc3)o2)c1
 : -13 | 22 | -2 | 1 | -7 | x | x | -15
26	CCC(=O)N(CCC(Cc1ccccc1)c1ccco1)Cc1ccco1 (configuration not stated)
 : 14 | 4 | 13 | 0 | -2 | -21 | -5 | -8
27	O=C(NCC[C@H]1CC[C@H](NS(=O)(=O)c2cccc(F)c2)[C@@H](CO)O1)C1CCCCC1
 : 7 | 18 | -5 | -1 | x | 0 | -1 | 9
28	O=C(CSc1nccn(-c2ccc(F)c(Cl)c2)c1=O)NC1CCCC1
 : -13 | x | -4 | 5 | x | x | x | -3
29	O=C(O)Cc1ccc(OCc2ccc(Cl)nc2)cc1
 : -7 | -9 | 2 | -6 | -1 | 1 | x | 1
30	O=C(NS(=O)(=O)Oc1ccccc1F)OC[C@@H]1CCCN2CCCCC12 (some centres not stated)
 : 10 | 3 | -5 | 4 | 2 | -4 | -2 | 9
31	O=C(N/N=C/c1ccc(N2CCOCC2)cc1)c1cccs1
 : -2 | -114 | -82 | 1 | -1 | -19 | x | 6
32	N#Cc1ccccc1OCC(=O)NCC(c1cccs1)N1CCOCC1 (configuration not stated)
 : 10 | 38 | 5 | -2 | x | x | 23 | 3
33	CCCCc1n[nH]c(=S)n1Cc1ccc(Cl)cc1
 : 23 | 0 | 11 | 7 | x | x | x | -27
34	N#CC1(NC(=O)COC(=O)Cc2c[nH]c3ccccc23)CCCCC1
 : 7 | 17 | 7 | -2 | 4 | 6 | -2 | -2
35	C[C@@H]1CN([C@H](C)CO)C(=O)c2c(c3ccccc3n2C)-c2ccccc2CO[C@@H]1CN(C)Cc1ccc(C(F)(F)F)cc1
 : 42 | -7 | 1 | x | x | -12 | x | 12
36	C=CCn1c(N)c(C(=O)N2CCN(C)CC2)sc1=S
 : -10 | x | x | -3 | 1 | -3 | 3 | 7
37	C[C@@H]1CN([C@@H](C)CO)C(=O)c2cccc(NC(=O)c3ccncc3)c2O[C@@H]1CN(C)S(=O)(=O)c1ccc(F)cc1
 : 5 | 19 | 13 | -1 | -5[16.7 µM] | 3 | 1 | x
38	CCc1nc2oc3cc(OC)ccc3c(=O)c2c(=O)n1Cc1ccccc1
 : 9 | x | 3 | 1 | -16 | 5 | x | x
39	O=C(COC(=O)CCc1c[nH]c2ccccc12)NCc1ccc(Cl)cc1
 : -13 | 31 | 5 | 0 | -2 | 0 | 1 | -6
40	O=C(CSc1nnc(COc2ccc(Cl)cc2Cl)o1)Nc1ccccn1
 : 3 | 1 | x | 2 | x | x | -6 | 1
41	Cc1cc(NC(=O)Cn2cnc3sc(C)c(C)c3c2=O)no1
 : 7 | -3 | 2 | 2 | -6 | -9 | -2 | 5
42	CC1=CC(=O)c2ccccc2C1=O
 : -7&-5 | 2&19 | -5&-4 | 4&-1 | -5&5 | -2&7 | -1&0 | 8&-3
43	O=C(c1ccc(S(=O)(=O)N2CCOCC2)cc1)N1CCN=C1SCc1cccnc1
 : x | x | x | x | -3 | -3 | 2 | -5
44	C[C@@H](NC(=O)[C@H]1[C@H](CO)[C@H]2Cn3c(cccc3=O)[C@H]2N1CCC(F)(F)F)c1ccccc1
 : 5 | -1 | 5 | 2 | -2[16.7 µM] | 3 | -3 | -6
45	Cc1noc(C)c1S(=O)(=O)N(C)C[C@H]1Oc2ccc(NS(=O)(=O)c3ccc(F)cc3)cc2CC(=O)N([C@@H](C)CO)C[C@@H]1C
 : 4 | x | -11 | -1 | 3[16.7 µM] | -16 | x | x
46	CCOC(=O)C(NC(C)=O)(OCc1ccc(F)cc1)C(F)(F)F (configuration not stated)
 : 10 | x | x | x | 4 | 5 | -2 | x
47	O=C(COc1ccc2c3c(c(=O)oc2c1)CCC3)NCCCN1CCOCC1
 : -13 | -13 | -7 | -1 | -6 | 6 | 0 | 0
48	C[C@@H]1CN([C@@H](C)CO)C(=O)c2cc(NS(=O)(=O)c3ccc(Cl)cc3)ccc2O[C@@H]1CN(C)S(=O)(=O)c1ccc(F)cc1
 : -1 | -2 | 4 | 3 | 22[16.7 µM] | -19 | 3 | 8
49	COCCNCc1ccccc1[N+](=O)[O-]
 : -3 | -2 | -6 | 7 | x | x | 3 | 1
50	COc1ccccc1/C=C/c1nc(S(=O)(=O)c2ccccc2)c(N2CCC(C(N)=O)CC2)o1
 : -5 | -17 | 7 | -3 | x | x | 4 | -8

At a glance, 9 of the compounds above.
The line under a structure holds: LGR2 antag | PAX8 inh HTS | EWS-Fli inh | Casp6 inh | miR-122 sensor | PGC1a acetyl inh | Cneo AK release | FN deposit inh
39	O=C(COC(=O)CCc1c[nH]c2ccccc12)NCc1ccc(Cl)cc1
 : -13 | 31 | 5 | 0 | -2 | 0 | 1 | -6
40	O=C(CSc1nnc(COc2ccc(Cl)cc2Cl)o1)Nc1ccccn1
 : 3 | 1 | x | 2 | x | x | -6 | 1
41	Cc1cc(NC(=O)Cn2cnc3sc(C)c(C)c3c2=O)no1
 : 7 | -3 | 2 | 2 | -6 | -9 | -2 | 5
42	CC1=CC(=O)c2ccccc2C1=O
 : -7&-5 | 2&19 | -5&-4 | 4&-1 | -5&5 | -2&7 | -1&0 | 8&-3
43	O=C(c1ccc(S(=O)(=O)N2CCOCC2)cc1)N1CCN=C1SCc1cccnc1
 : x | x | x | x | -3 | -3 | 2 | -5
44	C[C@@H](NC(=O)[C@H]1[C@H](CO)[C@H]2Cn3c(cccc3=O)[C@H]2N1CCC(F)(F)F)c1ccccc1
 : 5 | -1 | 5 | 2 | -2[16.7 µM] | 3 | -3 | -6
45	Cc1noc(C)c1S(=O)(=O)N(C)C[C@H]1Oc2ccc(NS(=O)(=O)c3ccc(F)cc3)cc2CC(=O)N([C@@H](C)CO)C[C@@H]1C
 : 4 | x | -11 | -1 | 3[16.7 µM] | -16 | x | x
46	CCOC(=O)C(NC(C)=O)(OCc1ccc(F)cc1)C(F)(F)F (configuration not stated)
 : 10 | x | x | x | 4 | 5 | -2 | x
47	O=C(COc1ccc2c3c(c(=O)oc2c1)CCC3)NCCCN1CCOCC1
 : -13 | -13 | -7 | -1 | -6 | 6 | 0 | 0

New compounds follow:
The line under a structure holds: LGR2 antag | PAX8 inh HTS | EWS-Fli inh | Casp6 inh | miR-122 sensor | PGC1a acetyl inh | Cneo AK release | FN deposit inh
51	CC(=O)Nc1ccc(NC(=O)/C=C/c2cccc(C(F)(F)F)c2)cc1
 : 17 | 8 | -7 | -1 | x | x | x | -3
52	CC1(C)CC(=O)C2=C(C1)N(CC1CCCO1)C(=O)C2(NC(=O)c1cccnc1)C(F)(F)F (configuration not stated)
 : -4 | x | x | 0 | 2 | 5 | 1 | 6
53	CC(C)(C)S(=O)N1C[C@H]2CC(=O)C=C2[C@@H]1CCO (some centres not stated)
 : -5 | -4 | -4 | -4 | x | x | x | 2
54	Cc1ccc(C)c(NC(=O)COC(=O)c2cccc(S(=O)(=O)N3CCCC3)c2)c1
 : -10 | -7 | -1 | 0 | -4 | 7 | 0 | 1
55	C[C@H](NC(=O)c1nc[nH]c1C(=O)NCCCCCN)C(=O)OC(C)(C)C
 : -4 | -3 | -6 | 1 | -8 | 4 | 1 | -6
